yeast mec2-1: NCI yeast anticancer drug screen, S. cerevisiae mec2-1 strain | growth inhibition, % at 50 µM | 9% of 79,000 active;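 further: 0% = growth of vehicle-only cultures of the same strain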
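Strain: mec2-1 (DNA repair/cell cycle alteration). Compound exposure, then growth measured; inhibition expressed relative to vehicle.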
yeast mlh1 rad18: NCI yeast anticancer drug screen, S. cerevisiae mlh1 rad18 strain; growth inhibition, % at 50 µM; 11% of 79,000 active; AID 175;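 further: 0% = growth of vehicle-only cultures of the same strain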
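Vehicle-treated cultures served as the reference for growth inhibition in a yeast strain carrying DNA damage repair alterations exposed to each compound.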
yeast cln2 rad14: NCI yeast anticancer drug screen, S. cerevisiae cln2 rad14 strain. 8.3% of 78,000 active. % growth inhibition at 50 µM;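 further: 0% = growth of vehicle-only cultures of the same strain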
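The screen exposed genetically defined yeast (cln2 rad14) to test compounds and scored growth inhibition relative to vehicle-treated controls.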
yeast rad50: NCI yeast anticancer drug screen, S. cerevisiae rad50 strain. growth inhibition, % at 50 µM. 10% of 79,000 active;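 further: 0% = growth of vehicle-only cultures of the same strain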
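Relative growth inhibition (compound vs vehicle) was measured in yeast with a defined repair-gene alteration.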
sgs1 mgt1: NCI yeast anticancer drug screen, S. cerevisiae sgs1 mgt1 strain; 10% of 78,000 active; growth inhibition, % at 50 µM;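 further: 0% = growth of vehicle-only cultures of the same strain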
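This yeast growth screen uses a strain with defined DNA-repair lesions; compound-treated growth is compared with vehicle-treated growth.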
yeast bub3: NCI yeast anticancer drug screen, S. cerevisiae bub3 mutant strain; growth inhibition, % at 50 µM; 9.9% of 78,000 active;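 further: 0% = growth of vehicle-only cultures of the same strain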
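In this screen, a yeast mutant lacking normal mitotic checkpoint function is challenged with compound. Relative growth versus vehicle gives the inhibition value.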
Numbers without * were called inactive; x = not tested or not shown; & = joins results of further samples. No stated cut-off is given here; in the data, active means growth inhibition above about 70%; inactive means the rest. The list is partial. The share of hits here may be higher or lower than overall.

[1] COc1ccc2ccc([Se]c3ccc4ccc(OC)cc4c3)cc2c1
[2] CC(C)CCOC(=O)CCl
[3] c1cc2c(c(NC3=NCCO3)c1)CCC2
[4] [CH3][Sn]1([CH3])[O]CC(COc2cc(Cl)c(Cl)cc2Cl)[O]1 (stereo unspecified)
[5] Cc1cc(OCC2=NCCN2)c(C)c(C)c1Cl
[6] O=C(N/N=C/c1cc(Cl)cc(Cl)c1[O-])c1ccccc1O.O=C(N/N=C/c1cc(Cl)cc(Cl)c1[O-])c1ccccc1O.[Ni+2]
[7] CC(C)(C)[CH2][Sn]([Cl])([CH2]C(C)(C)C)[CH2]C(C)(C)C
[8] C/C=C1\CN(C)[C@H]2Cc3c([nH]c4ccccc34)[C@@H](c3cc4[nH]c5c(c4cc3OC)CCN3C[C@H]4C[C@H](CC)[C@H]3[C@@]5(C(=O)OC)C4)C[C@H]1C2C(=O)OC (stereo partly specified)
[9] CN(N)c1ccc([N+](=O)[O-])cc1[N+](=O)[O-]
[10] CC(=O)c1ccc(-c2ccccc2)cc1

entry no.	1	2	3	4	5	6	7	8	9	10
yeast mec2-1	-22	1	-16	7	27	-16	99*	-4	-39	3
yeast mlh1 rad18	-1	-1	61	4	79*	-17	99*	-5	-39	18
yeast cln2 rad14	4	-8	16	5	51	-41	99*	-2	-6	12
yeast rad50	-1	-5	-11	-22	44	-9	99*	-6	-6	-5
sgs1 mgt1	-2	12	-9	3	36	-15	22	-25	-30	8
yeast bub3	8	1	-14	-10	9	7	99*	13	-3	4

[11] CC1C(c2ccccc2)OCN1C (stereo unspecified)
[12] C1C[N-]CC[N-]1.C1C[N-]CC[N-]1.[Zn]
[13] C[CH2][Pb]([CH2]C)([CH2]C)[n]1cnc2ccccc21
[14] O=C(O)CCCc1ccc(N(CCCl)OCCCl)cc1
[15] CCCCOP(=O)(O)OCCCC
[16] c1ccc2c(c1)CCc1c-2[nH]c2ccccc12
[17] C[CH2][Hg]
[18] O=C1c2ccccc2-n2nnnc2C2CSCN12 (stereo unspecified)
[19] CCOP(=O)(CCN(C)C)OCC
[20] [Cl][Sn]([Cl])([c]1ccccc1)[c]1ccccc1.c1ccncc1

entry no.	11	12	13	14	15	16	17	18	19	20
yeast mec2-1	4&-45	100*	74*	-3	26	36	100*	-28	4	99*
yeast mlh1 rad18	10&-39	99*	79*	0	-1	83*	52	7	0	98*
yeast cln2 rad14	-3&-20	99*	42	10	38	52	59	4	-28	98*
yeast rad50	5&-9	99*	66	-21	12	72*	99*	-6	-6	97*
sgs1 mgt1	7&-28	100*	82*	17	-3	72*	57	-20	-4	99*
yeast bub3	10&-54	99*	80*	13	-4	90*	99*	-28	-8	98*

[21] COc1ccc2[nH]cc(CN(C)C)c2c1
[22] CC1Oc2cc3c(-c4c(O)cc(O)c5c(O)c6c(cc45)OC(C)C(C)C6=O)c(O)cc(O)c3c(O)c2C(=O)C1C (stereo unspecified)
[23] CN(C)c1ncnc2c1ncn2C1OC(CO)C2NP(=O)(N(CCCl)CCCl)OC21 (stereo unspecified)
[24] CNCC(Br)c1ccc(O)c(O)c1 (stereo unspecified)
[25] Clc1cccc(NC2=NCCS2)c1
[26] CCCN(CCC)C1CCc2c(ccc3cc[nH]c23)C1 (stereo unspecified)
[27] O=C(O)C(=O)O.[Co].[NH-]CC[NH-].[NH-]CC[NH-]
[28] Cc1ccc2ccccc2c1
[29] CCCCCCCCCCCC(=O)[O][Pb]([CH2]CCC)([CH2]CCC)[O]C(=O)CCCCCCCCCCC
[30] CC1(N2CCCC2)CCCCC1

entry no.	21	22	23	24	25	26	27	28	29	30
yeast mec2-1	-8	84*	-1	-1	-33	-12	13	-14	4	-15
yeast mlh1 rad18	19	84*	28	5	-41	-1	13	-7	23	-29
yeast cln2 rad14	5	83*	14	-28	x	17	-13	-3	-3	-4
yeast rad50	21	83*	88*	7	-7	-2	5	4	24	-12
sgs1 mgt1	-10	83*	71*	15	x	9	7	-6	13	35
yeast bub3	-6	81*	13	-17	x	-8	22	2	6	6

Rewritten in markdown: two of the compounds above
| cpd | compound | yeast mec2-1 | yeast mlh1 rad18 | yeast cln2 rad14 | yeast rad50 | sgs1 mgt1 | yeast bub3 |
| --- | --- | --- | --- | --- | --- | --- | --- |
| 26 | CCCN(CCC)C1CCc2c(ccc3cc[nH]c23)C1 (stereo unspecified) | -12 | -1 | 17 | -2 | 9 | -8 |
| 27 | O=C(O)C(=O)O.[Co].[NH-]CC[NH-].[NH-]CC[NH-] | 13 | 13 | -13 | 5 | 7 | 22 |

Going on with the list.
[31] O=C(NCCN1CCOCC1)c1ccc2cc(C(=O)N3CC(CCl)c4ccc([N+](=O)[O-])cc43)[nH]c2c1 (stereo unspecified)
[32] O=[N+]([O-])c1ccc(Cl)c(OCCCCOc2ccc(S(=O)(=O)F)cc2)c1
[33] c1ccc(C(c2ccccc2)c2ccccn2)cc1
[34] Cc1cc(Cc2cc(C)c(NC(=O)C(=O)C3C(=O)NC(=S)NC3=O)c(C(C)C)c2)cc(C(C)C)c1NC(=O)C(=O)C1C(=O)NC(=S)NC1=O
[35] OC1CN2CC[C@H](O)C2C(O)[C@@H]1O (stereo partly specified)
[36] [Cl][Pt+2][Cl].[NH-]C1CCCCC1[NH-] (stereo unspecified)
[37] Oc1cc(Cl)c(O)c(Cl)c1
[38] O=C1CN=CN1
[39] CN(CCCl)Cc1ccc(OCc2ccccc2)c(OCc2ccccc2)c1
[40] [F][Sn]([c]1ccc(Cl)cc1)([c]1ccc(Cl)cc1)[c]1ccc(Cl)cc1

entry no.	31	32	33	34	35	36	37	38	39	40
yeast mec2-1	92*	-9	-1	-8	-2	18&23&39&-2&19	-2	9	100*	95*
yeast mlh1 rad18	90*	-9	10	-12	-2	-8&31&29&12&31	-8	-5	100*	98*
yeast cln2 rad14	89*	-3	20	22	31	-11&20&24&2&7	-38	-13	98*	96*
yeast rad50	89*	-13	10	-21	4	51&37&28&16&29	3	-9	100*	98*
sgs1 mgt1	88*	-11	27	-19	18	-36&25&18&-3&29	4	0	100*	98*
yeast bub3	90*	1	-15	9	5	-32&32&31&19&30	-20	-8	99*	96*

[41] CC(C)(C)N1COC2CCCCC21 (stereo unspecified)
[42] CC(CCC(O)CO)([N+](=O)[O-])[N+](=O)[O-] (stereo unspecified)
[43] CCOC(=O)C1(C(=O)OCC)CC=C(C)CC12C(=O)Nc1ccccc12 (stereo unspecified)
[44] COc1cc(CCN)c(OC)c(OC)c1
[45] CNC(=O)O/N=C(\CN=[N+]=[N-])C(C)(C)C
[46] CN(C)c1ccc(C(=O)CCCN2CCC3(CC2)C(=O)NCN3c2ccccc2)cc1
[47] OC12CCC[N+]1(Cc1ccccc1)CCC2 (stereo unspecified)
[48] CC1(C)CCOC1=O
[49] CCOP(=O)(CN(CCO)CCO)OCC
[50] [N-]=[N+]=N/C=C/C(=O)OCCBr

entry no.	41	42	43	44	45	46	47	48	49	50
yeast mec2-1	-3	2	-16	1	4	9	-10	-10	12	29
yeast mlh1 rad18	15	-4	-2	-23	-20	-12	-18	-25	4	21
yeast cln2 rad14	-4	-30	32	-28	0	-41	3	-27	0	3
yeast rad50	17	6	4	-28	5	-14	9	-23	-6	16
sgs1 mgt1	5	-1	0	-7	-1	6	-8	-9	11	32
yeast bub3	16	-11	-14	-12	-20	-1	-1	-1	-6	9

[51] CCOC(=O)C(Br)C#N (stereo unspecified)
[52] CCC1(CC)C(=O)[N-]C(=O)[N-]C1=O.[Au+].[Au+].c1ccc([PH+](c2ccccc2)c2ccccc2)cc1.c1ccc([PH+](c2ccccc2)c2ccccc2)cc1
[53] Cc1ccc(S(=O)(=O)CC([Se]C#N)c2ccccc2)cc1 (stereo unspecified)
[54] O=C(O)c1cccc([As]=[As]c2cccc(C(=O)O)c2)c1 (stereo unspecified)
[55] CN(C)NP(=O)(c1ccccc1)c1ccccc1
[56] CC1=CC2OC3CC4OC(=O)/C=C/C=C/C(C(C)O)OCC(O)C(C)CC(=O)OCC2(CC1O)C4(C)C31CO1 (stereo unspecified)
[57] CCc1cc(Cc2ccc(C)c(NC(=O)C(=O)C3C(=O)NC(=O)NC3=O)c2CC)cc(C)c1NC(=O)C(=O)C1C(=O)NC(=O)NC1=O
[58] [Pt].c1ccc([PH+](c2ccccc2)c2ccccc2)cc1.c1ccc([PH+](c2ccccc2)c2ccccc2)cc1.c1ccc([PH+](c2ccccc2)c2ccccc2)cc1.c1ccc([PH+](c2ccccc2)c2ccccc2)cc1
[59] ICCCI
[60] CN(Cc1ccccc1)C1=NCCN1

entry no.	51	52	53	54	55	56	57	58	59	60
yeast mec2-1	-39	81*	2	-9	-3	92*	4	43	-30	7
yeast mlh1 rad18	-11	5	1	1	-3	89*	1	42	3	10
yeast cln2 rad14	25	35	-4	83*	-10	90*	8	64	4	-48
yeast rad50	8	2	-21	8	0	90*	6	69	1	-2
sgs1 mgt1	-8	-4	-15	-9	-4	92*	29	62	16	-3
yeast bub3	-17	2	-6	-65	8	91*	15	62	19	15

[61] Nc1nc2ncnc(N)c2nc1-c1ccc(N(CCCl)CCCl)cc1
[62] COc1ccc(CC(N)c2ccc(OC)cc2)cc1 (stereo unspecified)
[63] [N-]=[N+]=NP1(=O)OC(c2ccccc2)=CCN1c1ccccc1 (stereo unspecified)
[64] CCOC(=O)C(CCN1CCC2(CC1)C(=O)N(C)CN2c1ccccc1)C(=O)OCC
[65] Oc1ccc(Cl)cc1Cc1ccccc1
[66] Cc1nc(N)nc(N)c1CCCOc1ccc(NC(=O)c2cccc(S(=O)(=O)F)c2)cc1
[67] C[N+](C)(C)CC1CCCCC1O (stereo unspecified)
[68] CC(C)CC(=O)[O-].N.N.N.N.N.[Co+3].[O-][Cl+3]([O-])([O-])[O-]
[69] N#Cc1ccc[n+](Cc2ccccc2)c1
[70] C(=C/P(c1ccccc1)c1ccccc1)/P(c1ccccc1)c1ccccc1

entry no.	61	62	63	64	65	66	67	68	69	70
yeast mec2-1	46	1	-10	-5	94*	26	2	23	-1	9
yeast mlh1 rad18	69	-2	-4	6	93*	30	43	-19	10	3
yeast cln2 rad14	16	-25	21	8	93*	19	-11	22	-15	-18
yeast rad50	56	-50	-9	-5	92*	33	16	-5	-1	4
sgs1 mgt1	85*	-40	-8	-1	94*	15	-15	-20	-2	2
yeast bub3	14	-11	9	0	93*	-4	4	-10	4	3

[71] COc1cccc(C(Cc2ccc(N3C(N)=NC(N)=NC3(C)C)cc2)C(=O)Nc2ccc(S(=O)(=O)F)cc2)c1 (stereo unspecified)
[72] N#CN=C(N)NC#N
[73] Nc1c(Br)cc(Br)cc1Br
[74] CC(=O)SCCC(NC(=S)Nc1ccccc1)P(=O)(Oc1ccccc1)Oc1ccccc1 (stereo unspecified)
[75] CC1(c2ccccc2)CC12C(=O)NC(=O)NC2=O (stereo unspecified)

entry no.	71	72	73	74	75
yeast mec2-1	100*	13	-16	10	-23
yeast mlh1 rad18	99*	17	-12	-10	-21
yeast cln2 rad14	97*	1	-47	-12	-9
yeast rad50	99*	24	-16	-18	-69
sgs1 mgt1	100*	7	-11	8	-19
yeast bub3	95*	14	1	-7	-28

In the list so far, these contain sulfur.
[18] O=C1c2ccccc2-n2nnnc2C2CSCN12 (stereo unspecified)
[25] Clc1cccc(NC2=NCCS2)c1
[32] O=[N+]([O-])c1ccc(Cl)c(OCCCCOc2ccc(S(=O)(=O)F)cc2)c1
[34] Cc1cc(Cc2cc(C)c(NC(=O)C(=O)C3C(=O)NC(=S)NC3=O)c(C(C)C)c2)cc(C(C)C)c1NC(=O)C(=O)C1C(=O)NC(=S)NC1=O
[53] Cc1ccc(S(=O)(=O)CC([Se]C#N)c2ccccc2)cc1 (stereo unspecified)
[66] Cc1nc(N)nc(N)c1CCCOc1ccc(NC(=O)c2cccc(S(=O)(=O)F)c2)cc1
[71] COc1cccc(C(Cc2ccc(N3C(N)=NC(N)=NC3(C)C)cc2)C(=O)Nc2ccc(S(=O)(=O)F)cc2)c1 (stereo unspecified)
[74] CC(=O)SCCC(NC(=S)Nc1ccccc1)P(=O)(Oc1ccccc1)Oc1ccccc1 (stereo unspecified)

entry no.	18	25	32	34	53	66	71	74
yeast mec2-1	-28	-33	-9	-8	2	26	100*	10
yeast mlh1 rad18	7	-41	-9	-12	1	30	99*	-10
yeast cln2 rad14	4	x	-3	22	-4	19	97*	-12
yeast rad50	-6	-7	-13	-21	-21	33	99*	-18
sgs1 mgt1	-20	x	-11	-19	-15	15	100*	8
yeast bub3	-28	x	1	9	-6	-4	95*	-7
